Source: PubChem (National Center for Advancing Translational Sciences (NCATS))
BRCA1 expr up – qHTS Assay to Identify Small Molecule Activators of BRCA1 Expression. Potency, µM (doses to about 46.1 µM), without a hit: top-dose activation, hits mostly activators. actives 1.1% (n = 380,000). MCF7-BRCA1-FFLuc reporter, luminescence, 48 h; response scale: scaled: vehicle 0%, 10 µM genistein 100%; further: potency means the concentration at half of the fitted maximal effect; nearly all actives have a fitted effect of over 80% in size; some results filed as inactive show a strong effect at the top dose
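Activators of BRCA1 expression were detected as increased firefly luciferase luminescence in engineered MCF7 cells after 48 h compound incubation. Signals were scaled to genistein 10 microM as full activation.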
FLuc modulator – qHTS profiling assay for firefly luciferase inhibitor/activator using purifed enzyme and Km concentrations of substrates (counterscreen for miR-21 project); Luciferin 4-monooxygenase (Photinus pyralis), P08659; purified FLuc, Km substrates, luminescence inhibition; Potency, µM (top dose mostly 57.5 µM), for inactives: at the highest dose activity change, negative = inhibition, hits mostly inhibitors; actives 6.9% (n = 360,000); AID 588342, 2011;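 further: potency means the concentration at half of the fitted maximal effect; plate controls were vehicle for no effect and reference inhibitor for full effect; nearly all actives have a fitted effect of over 55% in size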
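Purified P. pyralis luciferase (10nM final) with 10uM D-luciferin and 10uM ATP (Km levels) in 50mM Tris acetate pH 7.5, 10mM Mg acetate, 0.01% Tween-20, 0.05% BSA; qHTS 6-point titration, ~60 µM downward; luminescence read.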
p53 reactivation – qHTS assay for re-activators of p53 using a Luc reporter. actives 0.063% (n = 320,000). AID 504706, 2011. Potency, µM (doses to about 92.2 µM), inactives show at the top dose activity change, positive = activation, usual class: activators. H1299 p53-A138V BP100-luciferase reporter, luminescence, 24 h; further: potency means the concentration at half of the fitted maximal effect; % of control where 0% means no effect; nearly all actives have a fitted effect of over 45% in size
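p53-null H1299 cells stably carrying temperature-sensitive p53-A138V and a BP100-luciferase reporter were pinned with compounds (4-point, 1:5 series) and held 24 hrs at 37 deg C. Luminescence was read 10 min after detection reagent.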
ELG1 repair inh – qHTS screen for small molecules that inhibit ELG1-dependent DNA repair in human embryonic kidney (HEK293T) cells expressing luciferase-tagged ELG1. HEK293T ELG1-luciferase reporter, luminescence, 16 h; DNA damage induced by 5-fluorouridine. Potency, µM (doses to about 46.1 µM), without a hit: at the top dose activity change, negative = inhibition, actives largely listed as inhibitors. actives 2.3% (n = 330,000); further: potency means the concentration at half of the fitted maximal effect; on the % scale 0 is the no-effect control and ±100 the full control effect; nearly all actives have a fitted effect of over 55% in size
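DMSO vehicle served as the neutral condition. Each well held 2,000 cells given 5-fluorouridine plus compound; after 16 hr at 37 °C/5% CO2, ONE-Glo was added and luciferase measured 30 min later.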
ELG1 genotoxic – qHTS screen for small molecules that induce genotoxicity in human embryonic kidney (HEK293T) cells expressing luciferase-tagged ELG1; HEK293T ELG1-luciferase reporter, luminescence, 16 h; Potency, µM (top dose mostly 46 µM), without a hit: top-dose activity change, positive = activation, usual class: activators; actives 1.3% (n = 330,000); further: potency means the concentration at half of the fitted maximal effect; % of control where 0% means no effect; nearly all actives have a fitted effect of over 60% in size
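Reporter readout depends on ELG1 protein level, which increases with genetic stress. After 16 hr compound exposure at 37 °C, luciferase activity was quantified using ONE-Glo.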
RORg inh – qHTS for inhibitors of ROR gamma transcriptional activity. AID 2551, 2010. Potency, µM (doses to about 53.6 µM), for the others: at the top dose activity change, negative = inhibition, usual class: inhibitors. actives 5.4% (n = 310,000). Drosophila S2 Gal4-RORgamma UAS-luciferase reporter, 20 h. Nuclear receptor ROR-gamma (Mus musculus), P51450; further: potency means the concentration at half of the fitted maximal effect; on the % scale 0 is the no-effect control and ±100 the full control effect; nearly all actives have a fitted effect of over 60% in size
Target sequence (P51450 whole entry, looked up, the tested form may be a part): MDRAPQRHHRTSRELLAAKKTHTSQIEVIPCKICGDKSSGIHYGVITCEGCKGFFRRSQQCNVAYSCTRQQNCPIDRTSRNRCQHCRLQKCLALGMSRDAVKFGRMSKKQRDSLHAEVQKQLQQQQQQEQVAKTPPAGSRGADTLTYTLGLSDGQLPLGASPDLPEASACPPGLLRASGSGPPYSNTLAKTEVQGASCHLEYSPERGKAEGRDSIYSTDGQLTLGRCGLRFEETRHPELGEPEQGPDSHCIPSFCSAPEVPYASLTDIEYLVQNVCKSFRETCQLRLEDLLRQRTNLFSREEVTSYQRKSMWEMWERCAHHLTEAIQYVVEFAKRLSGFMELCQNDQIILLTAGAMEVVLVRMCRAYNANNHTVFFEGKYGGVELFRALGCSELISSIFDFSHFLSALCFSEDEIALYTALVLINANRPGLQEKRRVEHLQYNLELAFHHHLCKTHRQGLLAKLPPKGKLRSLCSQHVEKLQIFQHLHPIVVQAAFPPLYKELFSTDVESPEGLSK
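Using a luciferase readout, inhibitors were identified by reduced reporter activity in Drosophila cells coexpressing a copper-inducible Gal4–ROR gamma fusion and UAS-driven Photinus luciferase, incubated 20 hr after 700 uM copper sulfate.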
Tb PFK inh – qHTS Assay to Find Inhibitors of T. brucei phosphofructokinase; AID 485367, 2010; T. brucei PFK, ADP-Glo luminescence; Potency, µM (series often up to 57.5 µM), inactives show at the top dose activity, negative = inhibition, hits mostly inhibitors; actives 0.17% (n = 330,000);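 further: potency means the concentration at half of the fitted maximal effect; 0% = uninhibited 1x PFK enzyme wells and -100% = no-enzyme wells; nearly all actives have a fitted effect of over 60% in size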
Target sequence (O15648 whole entry, looked up): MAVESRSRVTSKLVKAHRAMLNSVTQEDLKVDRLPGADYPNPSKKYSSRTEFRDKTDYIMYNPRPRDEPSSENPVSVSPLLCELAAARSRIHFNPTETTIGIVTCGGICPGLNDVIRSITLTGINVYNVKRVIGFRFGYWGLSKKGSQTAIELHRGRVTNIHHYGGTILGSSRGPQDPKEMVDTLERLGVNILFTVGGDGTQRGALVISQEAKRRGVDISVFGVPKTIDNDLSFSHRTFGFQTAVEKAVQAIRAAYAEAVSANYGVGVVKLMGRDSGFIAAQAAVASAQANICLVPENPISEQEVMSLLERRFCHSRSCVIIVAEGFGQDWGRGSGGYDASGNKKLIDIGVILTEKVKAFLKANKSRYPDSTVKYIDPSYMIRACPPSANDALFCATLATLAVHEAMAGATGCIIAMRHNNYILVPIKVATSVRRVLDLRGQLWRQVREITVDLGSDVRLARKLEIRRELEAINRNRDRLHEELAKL
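In TEA buffer at pH 8.0 with 5 mM MgCl2, enzyme (1.25 nM) converted F6P (0.5 mM) and ATP (0.1 mM) for 45 min at room temperature. ADP product was read by luciferase luminescence.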
Rab9 prom act – qHTS Assay for Rab9 Promoter Activators. Huh7 Rab9 promoter-luciferase reporter, luminescence, 24 h. Potency, µM (highest dose often 9.22 µM), for inactives: at the top dose activation, negative = inhibition, most hits filed as activators. actives 2.8% (n = 320,000); further: potency means the concentration at half of the fitted maximal effect; % of control where 0% means no effect; nearly all actives have a fitted effect of over 60% in size
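Quantitative HTS format; Huh7 Rab9-luciferase reporter cells (1500/well) receive compound 2 h post-plating, incubate 24 h at 37 °C, then get luciferase reagent for 10 min before luminescence reading.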
Gal4-VP16 FLuc – VP16 counterscreen qHTS for inhibitors of ROR gamma transcriptional activity. Drosophila S2 Gal4-VP16 UAS-luciferase, luminescence, 20 h. Potency, µM (titrated, usually from 53.6 µM), for inactives: top-dose activity, negative = inhibition, hits mostly inhibitors. actives 3.5% (n = 310,000). AID 2546, 2010;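 further: Gal4-VP16 expression switched on by copper sulfate through the metallothionein promoter; potency means the concentration at half of the fitted maximal effect; on the % scale 0 is the no-effect control and ±100 the full control effect; nearly all actives have a fitted effect of over 50% in size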
TRPV1 agonist – HTS Assay for Compounds that Act as Agonists of the Vanilloid Receptor 1; activation, % at 8.33 µM; TRPV1-expressing cells, Fluo-8 calcium influx, agonist mode; actives 0.19% (n = 320,000); Transient receptor potential cation channel subfamily V member 1 (Homo sapiens), Q8NER1; in the data active means activation above about 80%; inconclusive means between about 30% and that limit; further: 0% is about no effect
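TRPV1-expressing cells were cultured overnight at 35.5C and loaded with Fluo-8 calcium dye for 40 to 90 min at room temperature. After a 10 s baseline, compound was added and calcium influx was read kinetically for 3 min (ex 480/em 520 nm).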
NPC1 promoter act – qHTS Assay for NPC1 Promoter Activators | actives 2.4% (n = 320,000) | Huh7 NPC1 promoter luciferase reporter, 24 h | Potency, µM (titrated, usually from 9.22 µM), inactives show at the highest dose activation, actives largely listed as activators;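 further: potency means the concentration at half of the fitted maximal effect; % of control where 0% means no effect; nearly all actives have a fitted effect of over 60% in size; reporter is driven by a mutant NPC1 promoter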
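Huh7 reporter cells (NPC1 promoter driving luciferase) are dosed with compound for 24 h at 37 °C, 5% CO2; luciferase detection reagent is then added and luminescence measured after 10 min at ambient temperature.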
An asterisk follows results filed as active; ? = inconclusive; / = no result given; & = joins results of further samples; [ ] = dose if it differs, or a comment. Unless noted, the call rests on the fitted dose curve; in most records, active means well fitted curve in the direction sought with a large enough effect; inconclusive means small, poorly fitted or top-dose-only effect, or another doubt; inactive means no such curve, though single readings can be large; an effect the other way counts as inactive or inconclusive.

SMILES | BRCA1 expr up | FLuc modulator | p53 reactivation | ELG1 repair inh | ELG1 genotoxic | RORg inh | Tb PFK inh | Rab9 prom act | Gal4-VP16 FLuc | TRPV1 agonist | NPC1 promoter act
Cc1cccc(C2NC(c3cccc(C)c3)C([N+](=O)[O-])C(C)(C)C2[N+](=O)[O-])c1 (stereo not given) | -37% | 7% | 0% | -16% | -2% | 3% | -8% | -3% | -3% | 0 | -4%
Cc1ccc(SCC(=O)NC(=O)NCc2ccco2)c(C)c1 | 4% | 5% | -3% | -5% | 2% | 17% | ? | 0% | 18% | 4 | 0%
O=C(NCCc1ccccc1)C1CCC(CNS(=O)(=O)c2cccs2)CC1 (stereo not given) | -29% | -1% | -2% | -20% | -5% | 32% | 10% | 1% | 6% | 5 | -7%
C=CCN1CN(S(=O)(=O)c2cccs2)c2nc3ccccc3nc21 | 54% | 3% | 0% | 4% | 9% | 2% | -3% | -9% | 12% | 5 | -4%
CC(C)COP(=O)(CNC(=O)CN1C(=O)c2ccccc2S1(=O)=O)OCC(C)C | 1% | 0% | 11% | 15% | 2% | -5% | 6% | -3% | -11% | -2 | 2%
CCOc1ccccc1N(C(=O)c1snc(C(N)=O)c1N)C(C(=O)NC1CCCC1)c1cccs1 (stereo not given) | -51% | 6% | -7% | -6% | -2% | 14% | 0% | -2% | 4% | ? | -4%
CN1CCCC(CN2c3ccccc3Sc3ccccc32)C1 (stereo not given) | -15% | 4% | / | 9% | -3% | 14%&9% | 0% | -1% | -6%&1% | 4 | 3%
CCn1c2ccccc2c2cc(/C=N/NC(=O)c3ccccc3C)ccc21 | -76% | ? | ? | 0% | ? | ? | -14% | -16% | ? | -13 | -22%
CCc1n[nH]c(=O)n1Cn1c(CC)n[nH]c1=O | 2% | 0% | -2% | 2% | 1% | -2% | 2% | -3% | -5% | 1 | -5%
COc1cccc(C(=O)NCCSCc2ccccc2Cl)c1 | 54% | ? | 6% | ? | 5% | 26% | 0% | 2% | 30% | ? | -5%
CCNC(=O)N1CCN(C(=O)NCC)CC1 | 0% | 1% | 4% | -1% | 0% | -7% | 2% | 0% | -1% | -2 | -7%
CC(C)(C)OC(=O)N1CCC(NC(=O)c2nc[nH]c2C(=O)NCC(=O)OCc2ccccc2)CC1 | 19% | -1% | 8% | ? | -3% | ? | -2% | -1% | -13% | -1 | 1%
CCOC(=O)C(NC(C)=O)(Nc1ccc(S(=O)(=O)Nc2cc(C)nc(C)n2)cc1)C(F)(F)F (stereo not given) | -7% | 4% | 5% | -2% | -3% | -11% | 2% | 0% | -9% | 0 | -2%
CCOC(=O)C1=C(CNCc2ccc(C)cc2)NC(=O)NC1c1cc(C)ccc1C (stereo not given) | -50% | 3% | -5% | ? | -8% | 20% | 5% | 1% | 12% | 22 | 1%
COc1ccc(-c2csc(Cc3nc(O)cs3)n2)cc1 | ? | 2.7µM* | ? | ? | ? | ? | 1% | 1µM* | ? | 4 | 3.5µM*
Cc1ccc(-c2nn(CCC(=O)O)cc2/C=C\C(=O)c2ccc(Br)cc2)cc1 | -38% | -15% | -5% | -3% | -4% | ? | 4% | -2% | 19%[10 µM] | 20 | -15%
Cc1nnc(SC(C)C)n(N)c1=O | 1% | -1% | -6% | -8% | -17% | 0% | -6% | 10% | -12% | 2 | -17%
Cc1nc(SCC(=O)N(CC(C)C)C2CCS(=O)(=O)C2)c2c(C)c(C)sc2n1 (stereo not given) | -13% | -1% | -3% | -9% | -2% | / | 0% | -2% | / | 8 | -8%
O=C(OCCOCCN=C1NS(=O)(=O)c2ccccc21)C1CC(=O)N(c2ccccc2)C1 (stereo not given) | 4% | 1% | -4% | 0% | 0% | -13% | 1% | 0% | -1% | 0 | 0%
COc1ccc(C(=O)c2ccccc2)c(OCC(=O)NC2CC2)c1 | -9% | 0% | -1% | ? | 0% | -11% | -2% | -6% | 0% | 24 | -6%
CC(=O)Oc1cc2c(cc1Cl)C(c1cccs1)CC1(CC(C)(C)NC(=S)N1)O2 (stereo not given) | -71% | -1% | -4% | -14% | -6% | 10µM* | -5% | -10% | ? | 20 | 1%
O=C(CC(c1ccccc1)C1CCCCC1=O)c1ccco1 (stereo not given) | -15% | ? | ? | ? | 5% | ? | 3% | ? | 0% | 8 | ?
O=C(O)CC12CC3CC(C1)CC(n1ncc(N4CCC5(CC4)OCCO5)c(Cl)c1=O)(C3)C2 | -9% | -1% | -2% | 23µM* | -1% | -9% | -20% | 3% | -5% | -19 | -4%
Cn1c(N)cc(=O)n(Cc2ccccc2)c1=O | 11% | -1% | -5% | 3% | 2% | -3%&-3% | 0% | 8% | 8%&15% | 3 | 4%
N#C/C(=C/c1ccc(-c2ccc(Br)cc2)o1)C(=O)NC1CCCCC1 | -90% | -27% | -4% | -21% | 0% | 26% | 0% | 0% | -25% | 0 | -4%

An excerpt from above in order of their number in NPC1 promoter act, smallest number first.
Molecule | NPC1 promoter act
Cc1ccc(-c2nn(CCC(=O)O)cc2/C=C\C(=O)c2ccc(Br)cc2)cc1 | -15%
COc1ccc(C(=O)c2ccccc2)c(OCC(=O)NC2CC2)c1 | -6%
Cc1ccc(SCC(=O)NC(=O)NCc2ccco2)c(C)c1 | 0%

(listing goes on)
SMILES | BRCA1 expr up | FLuc modulator | p53 reactivation | ELG1 repair inh | ELG1 genotoxic | RORg inh | Tb PFK inh | Rab9 prom act | Gal4-VP16 FLuc | TRPV1 agonist | NPC1 promoter act
CC(=O)c1cccc(S(=O)(=O)N2CCC(n3nnc4cc(F)ccc43)CC2)c1 | -16% | 1% | -7% | -13% | -3% | 23% | 0% | -3% | -2% | 4 | 0%
COc1ccccc1N(C)S(=O)(=O)c1ccc(C(=O)Nc2nccs2)cc1 | -16% | -10% | -2% | ? | -9% | / | -9% | -2% | / | 8 | -1%
Cc1ccc(S(=O)(=O)N2C(=O)CCC2C(=O)NCc2ccco2)cc1 (stereo not given) | 0% | -2% | 16% | 2% | -2% | 19% | -4% | -2% | 15% | 6 | 1%
COc1cc(NC(=O)COC(C)=O)cc(OC)c1OC | 0% | -1% | 0% | 10% | 3% | -16% | 6% | -7% | 20% | -3 | -4%
O=c1[nH]cnc(O)c1C(c1ccc2c(c1)OCO2)c1c(O)nc[nH]c1=O | -3% | 5% | 2% | 1% | -1% | -10% | 0% | 0% | 5% | -1 | -3%
Cc1onc(-c2ccccc2)c1C(=O)N1CCCc2ccccc21 | 3% | 1% | -2% | -10% | -16% | 14% | -2% | 5% | -1% | 1 | -3%
Cc1nn(-c2ccccc2)c(C)c1NC(=O)COC(=O)Cc1ccccc1F | 7% | -21% | -2% | 27% | 9% | / | 0% | -1% | / | 11 | 0%
O=C(CCc1nnc(CCCCc2ccccc2)o1)NCCN1CCOC1=O | 1% | 17µM* | -10% | -2% | 15% | 10% | 1% | 0% | 18% | 12 | 2%
Cc1ccc(OCC(=O)N2CCc3ccccc3C2)c(C)c1 | 2% | ? | -2% | 21% | 5% | 41% | -1% | 23% | -7% | ? | 6%
Cc1oc2cc3oc(=O)c(CC(=O)N[C@H](C(=O)N[C@@H](C(=O)O)c4ccccc4)C(C)C)c(C)c3cc2c1C | 4% | ? | 24% | 27% | 0% | 3% | ? | 6% | -6% | -5 | 15%
O=C(O)/C=C/c1cccc(NC(=O)c2ccc(Cl)cc2)c1 | 26% | -4% | 1% | -25% | 4% | -9% | -7% | -4% | 0% | -9 | -4%
COc1cccc(/C(O)=C2/C(=O)C(=O)N(CCN3CCOCC3)C2c2cccnc2)c1 (stereo not given) | -8% | 4% | -12% | 23% | 1% | -1% | -4% | 21% | -6% | 1 | -3%
O=C1NCCN1Cc1ccc(F)cc1 | 8% | 0% | 4% | -7% | -2% | 13% | 1% | 3% | -2% | 4 | -1%
CNC(=O)c1ccccc1S(=O)(=O)c1ccccc1C#N | -13% | 0% | -11% | 6% | 1% | 4% | 1% | 1% | -1% | 1 | 8%
